Source: PubChem BioAssay (several laboratories)
NTR1 agonist – agonists of NTR1, primary screen, imaging, U2OS cells, beta-arrestin-GFP, high content (AID 493036); hit rate 0.17% among 330,000; activation, % at 20 µM; NTR1-U2OS beta-arrestin-GFP spot imaging, agonist mode; P30989;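 active = activation at or above 40% of the spot to cytoplasm intensity ratio, with at least 20 cells analyzed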;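 also: 0% = DMSO without peptide and 100% = 100 nM NTR1 peptide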
Target sequence (P30989 whole entry, looked up): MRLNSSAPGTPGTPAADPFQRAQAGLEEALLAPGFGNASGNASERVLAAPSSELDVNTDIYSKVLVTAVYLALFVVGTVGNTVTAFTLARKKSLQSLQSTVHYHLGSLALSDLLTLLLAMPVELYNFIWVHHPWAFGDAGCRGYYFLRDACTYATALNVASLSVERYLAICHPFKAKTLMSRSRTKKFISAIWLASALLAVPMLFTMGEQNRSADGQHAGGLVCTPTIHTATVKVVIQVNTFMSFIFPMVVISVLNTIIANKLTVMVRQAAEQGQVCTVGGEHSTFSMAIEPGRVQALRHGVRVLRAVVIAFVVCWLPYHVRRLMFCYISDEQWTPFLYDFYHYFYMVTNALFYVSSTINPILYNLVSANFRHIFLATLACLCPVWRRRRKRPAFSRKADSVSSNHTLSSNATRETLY
Yfh1-off respiration – enhancers of respiration in Yfh1-depleted yeast, dose response, Friedreich's ataxia, plus single-dose screen (AID 1465). S. cerevisiae Yfh1-off respiration, WST-1 reduction, 72 h; higher fold induction means a stronger effect. fold induction at 50 µM; hits with a dose series show EC50 in µM. hit rate 0.074% among 220,000;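 active = fold induction of absorbance versus untreated yeast above a set limit, then at least 30% activation at any dose in follow-up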;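 also: activators that raise dye reduction in frataxin-depleted yeast; strong numbers were not always called active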
NTR1 agonist cell count 20 µM – further read-out of NTR1 agonist, marked with its call; cell count; measured here: cell count, cytotoxicity flag
An asterisk follows results filed as active; i = inactive. An excerpt; rates above refer to the full screens.

molecule	NTR1 agonist	NTR1 agonist cell count 20 µM	Yfh1-off respiration
COC(=O)CCCC1=CC2=CC(=O)C(C)(OC(=O)c3ccco3)C(=O)C2=CO1 (stereo unspecified)	-3.7	94	i
O=C1N[C@@H](Cc2cn(S(=O)(=O)c3ccc(F)cc3)c3ccccc23)C(=O)N[C@H]1Cc1ccccc1	-1.4	96	i
O=C(O)C[C@H]1c2ccc(C(F)(F)F)cc2S(=O)(=O)N1Cc1ccccc1	-0.2	96	i
O=C(CN(C(=O)c1ccc(Cl)cc1Cl)N1C(=O)C2C3C=CC(C3)C2C1=O)c1ccc(F)cc1 (stereo unspecified)	9.8	78	i
CC1(c2nnc(-c3cccc(Cl)c3)o2)CC(c2ccccc2)=NO1 (stereo unspecified)	-1.8	47	i
O=C(NCc1ccc(C(F)(F)F)cc1)c1ccc2c(c1)S(=O)(=O)c1ccccc1C2=O	3.3	64	i
CCOC(=O)CN1C(=O)N[C@@H](c2ccccc2)[C@@H](C(=O)OC)[C@H]1C	-4.7	88	i
Cc1nc(NC(=O)c2ccccc2)sc1C1(C)CC(c2ccc(OC(F)(F)F)cc2)=NO1 (stereo unspecified)	15	56	i
O=C1C(O)=C(O)C(=O)c2ccccc21	0.0	78	i
CCC(=O)N1CCN(c2ccc(Cl)cc2NC(=O)c2ccc(Br)o2)CC1	3.9	103	i
CCOC(=O)c1cc(-c2ccccc2)sc1NC(=O)CN1C(=O)c2ccccc2C1=O	1.6	45	i
C/C(=N\Nc1cc(Cl)nc(C)n1)c1ccc(C)cc1	5.4	64	i
Cc1csc(NC(C)c2nc3cc(Cl)c(N4CCCCC4)cc3n2CCOCCO)n1 (stereo unspecified)	0.5	70	i
CC1(C)C2CC[C@]3(C)C(CC=C4[C@@H]5C[C@@](C)(CO)[C@@H](O)C[C@]56C[C@@H](OC6=O)[C@]43C)[C@@]2(C)CC[C@@H]1O (stereo partly specified)	0.2	77	i
O=C(NCCCN1CCOCC1)c1onc(CSc2ccc(F)c(F)c2)c1C(=O)NCCCN1CCOCC1	-0.1	59	i
CCOC(=O)CN1C(=O)N[C@@H](c2cccs2)C(C(C)=O)=C1C	-2.4	77	i
O=C(NCc1cccnc1)[C@@H]1CC=C[C@@H]2CCN(Cc3ccc(Cl)c(Cl)c3)C(=O)[C@@H]21	-0.5	54	i
O=C(NCc1ccccc1)C1=C[C@H](c2ccccc2)C[C@H](OCc2ccc(CO)cc2)O1	-3.2	94	i
Cc1cnc(C(=O)Nc2cccc(-c3nnc4n3CCCCC4)c2)cn1	-2.8	92	i
Cc1cc(O)cc(C)c1Cl	0.5	56	i
O=C(NC1CC1)C1=C[C@@H](c2ccc(C(F)(F)F)cc2)C[C@@H](OCCCCO)O1	-1.1	75	i
Cc1csc(NC(CO)c2nc3ccccc3n2CCOCCO)n1 (stereo unspecified)	7.4	89	i
CCOc1ccc(N2CC(C(=O)Oc3ccccc3)CC2=O)cc1 (stereo unspecified)	0.0	53	i
Cc1c(C=O)cnn1CCC(=O)O	-0.6	37	i
CC(C)=CCc1cc2c(=O)c3c(O)c4c(cc3oc2c(O)c1O)OC(C)C4(C)C (stereo unspecified)	9.0	110	i
CC[C@@]1(O)C(=O)OCc2c1cc1n(c2=O)Cc2cc3c(CN(C)C)c(O)ccc3nc2-1	0.7	52	i
CC1(C)CC(=O)C(C=Nc2ccncc2)=C(O)C1	-1.0	47	i
CCC1(CC)C(=O)Nc2ccccc21	1.2	80	i
COc1ccc(C(c2nnnn2CS(=O)(=O)c2ccc(C)cc2)N2CCN(Cc3ccccc3)CC2)cc1 (stereo unspecified)	0.3	66	i
N#CC1=C(N)OC2=C(C(=O)CCC2)C1Cc1ccccc1 (stereo unspecified)	0.5	67	i
CCOC(=O)C1C(=O)CC(C)(O)C(C(=O)OCC)C1c1ccc2c(c1)OCO2 (stereo unspecified)	-0.9	55	i
COc1cccc2cc(-c3cn4ccc(C)cc4n3)c(=O)oc12	1.0	51	i
CCOC(=O)c1cc(-c2ccncc2)nc2c1c(C)nn2-c1ccccn1	5.8	77	i
CCN(CC)S(=O)(=O)c1ccc(S(=O)(=O)N(CC(=O)Nc2ccccc2)CC2CCCO2)cc1 (stereo unspecified)	1.7	79	i
O=C(O)C[C@H]1c2cc(C(F)(F)F)ccc2S(=O)(=O)N1C1CCN(Cc2ccccc2)CC1	-1.8	94	i
Cc1ccc(C(=O)NCC(=O)NCC(=O)OCc2ccc(Oc3ccc([N+](=O)[O-])cc3)cc2)cc1	5.3	38	i
CCCCN1CC[C@H]2C=CC[C@@H](C(=O)NCc3ccc(OC)cc3)[C@H]2C1=O	0.0	75	i
CSc1nc(C)cc(-c2cc(C(=O)Nc3ccccc3)on2)n1	0.1	59	i
COC(=O)C1=C[C@@H](C(=O)OC)[C@@H]2C3=C(C(=O)[C@]2(C)NC(=O)c2ccccc2)[C@H](C)n2c(=O)n(-c4ccccc4)c(=O)n2[C@@H]3C1	-1.6	67	i
O=C(O)C1=C[C@H](c2ccc3c(c2)OCO3)C[C@H](OCCCCO)O1	2.1	53	i
CCOC(=O)Cn1c(=O)c(-c2ccccc2NCc2ccccc2)nc2ccccc21	-1.3	78	i
COc1ccc(NC(=O)CCCCC#Cc2ccccc2)cc1	-1.4	84	i
O=C(NCCOc1ccccc1)C1Nc2ccc(OC(F)(F)F)cc2C2C=CCC12 (stereo unspecified)	2.6	96	i
CC1(C)c2[nH]c3ccccc3c2C[C@@H]2C(=O)N(Cc3ccccc3F)C(=O)N21	3.5	58	i
C#Cc1ccc([C@@H]2C=C(C(=O)O)O[C@H](OCC)[C@H]2CCCO)cc1	-0.1	59	i
Cc1nc2sc(C(c3ccco3)N3CCc4ccccc4C3)c(O)n2n1 (stereo unspecified)	-1.3	45	i
O=C(NCc1ccc(C(F)(F)F)cc1)C1CC(c2ccc(C(F)(F)F)cc2)=NO1 (stereo unspecified)	6.1	61	i
CCC(=O)c1ccc(OC(=O)c2cccs2)cc1	-1.5	107	i
COC(=O)c1cc(-c2ccccc2)n(CCN)c1C	5.4	91	i
CCC/C=C1/CCCOC(C(=O)NCc2ccccc2)(C(F)(F)F)C1 (stereo unspecified)	-3.0	58	i
O=C1C=C(c2ccc3c(c2)OCO3)CCC1	-3.8	71	i
CCCCN1C(=O)NC(c2cccc([N+](=O)[O-])c2)C(C(=O)OCC)=C1C (stereo unspecified)	4.4	88	i
N#Cc1c(N)nc(SC2CCCCC2=O)c(C#N)c1-c1ccco1 (stereo unspecified)	4.9	41	i
COc1ccc(C2COc3cc(O)ccc3C2)c(OC)c1O (stereo unspecified)	0.6	106	i
COc1cccc(C(=O)COC(=O)c2ccc(NC(=O)c3ccccc3)cc2)c1	5.1	86	i
Nc1ccc(CCNc2ncnc3c2ncn3[C@@H]2O[C@H](CO)[C@@H](O)[C@H]2O)cc1	-0.2	51	i
COC(=O)c1sc2ccc(C)cc2c1C(=O)OC	-6.4	44	i
CCOC(=O)C1=NNC(C(=O)c2ccccc2)C1c1ccc(OC)cc1 (stereo unspecified)	-0.6	53	i
COc1cccc(CN(CC(=O)NCC2CCCO2)C(=O)CNS(=O)(=O)c2ccccc2)c1 (stereo unspecified)	0.2	60	i
CCOC(=O)N1CCN(C(=O)c2ccc3nc4cc(Cl)ccc4c(=O)n3c2)CC1	-0.9	77	i

New compounds follow:
molecule	NTR1 agonist	NTR1 agonist cell count 20 µM	Yfh1-off respiration
C=CCOC(=O)C1=C[C@H](c2ccc(C(F)(F)F)cc2)C[C@H](OCCCCO)O1	0.9	64	i
C=CCOc1ccc(C2C(C(=O)c3cccs3)=C(O)C(=O)N2c2nnc(C)s2)cc1 (stereo unspecified)	1.4	56	i
COC(=O)C1=C(C)N(CCCC(=O)O)C(=O)NC1c1cccc(OC)c1 (stereo unspecified)	2.7	89	i
O=C(O)C1=C[C@@H](c2ccc(Br)cc2)C[C@@H](OCCCCO)O1	-0.3	98	i
O=C1Nc2cc(Cl)ccc2Nc2cscc21	-1.1	76	i
COC/C=C/C1=CC2=CC(=O)C(C)(OC(=O)c3cccs3)C(=O)C2=CO1 (stereo unspecified)	-4.5	65	i
CCN1C(=O)N[C@@H](c2cccc(C(F)(F)F)c2)[C@H](C(C)=O)[C@H]1C	4.1	87	i
CN1CCc2c(sc3c2C(=O)NC(/C=C/c2ccco2)N3)C1 (stereo unspecified)	-1.9	46	i
Cc1ccc(/C(N)=N/OC(=O)N2c3ccccc3Sc3ccccc32)cc1	0.3	81	i
CC(C)(C)Oc1ccccc1Nc1nc(NCCO)nc(N2CCCC2)n1	9.0	60	i
C=CCOC(=O)C1=C[C@H](c2csc3ccccc23)C[C@H](OCCCCO)O1	2.4	91	i
O=C(CC1Sc2ccccc2NC1=O)Nc1cccc(-c2nnc3n2CCCCC3)c1 (stereo unspecified)	-1.3	91	i
COC(=O)[C@@]1(Cc2ccccc2)C=C[C@@H](C)N1C(C)=O	0.1	80	i
C=CCn1nc(-c2ccccc2)cc1C(=O)OCC	-5.7	94	i
Cc1ccc(-c2cc3nc4c(c(=O)n3[nH]2)CCCC4)cc1	-0.1	44	i
COc1ccc(NC(=O)Nc2cccc(OC)c2)cc1	-0.8	42	i
COCCN1C(=O)c2oc3cc(C)c(C)cc3c(=O)c2C1c1ccc(O)cc1 (stereo unspecified)	3.3	76	i
Brc1ccc(OCCOCCOc2cccc3cccnc23)cc1	0.6	59	i
CC1CC2C3CCC4=CC(=O)C=CC4(C)[C@@]3(Cl)C(O)CC2(C)C1(O)C(=O)CO (stereo partly specified)	-0.4	59	i
COc1cc(CCCN2C(=O)C(=O)NC[C@H]2Cc2cccc3ccccc23)cc(OC)c1OC	1.7	54	i
CN=C1SC(CC(=O)Nc2ccc(C(C)=O)cc2)C(=O)N1C (stereo unspecified)	-0.5	48	i
CCOC(=O)c1ccc(NC(=O)c2c(N)n(C)c(=O)[nH]c2=O)cc1	2.5	56	i
Cc1ccccc1NC(=O)CNc1ccccc1N1CCCCC1	-0.6	71	i
CCCNC(=O)C1(CC2CC(c3ccccc3)=NO2)CCN(C(=O)OC(C)(C)C)CC1 (stereo unspecified)	-2.6	79	i
CCCCN(CCCC)CCCNC(=O)C1CC(c2cc(C(F)(F)F)cc(C(F)(F)F)c2)=NO1 (stereo unspecified)	2.8	94	i
CS(=O)(=O)N1c2ccccc2[C@]2([C@@]34C[C@H]5C(=O)N[C@@H](Cc6ccccc6)C(=O)N5[C@@H]3N(S(C)(=O)=O)c3ccccc34)C[C@H]3C(=O)N[C@@H](Cc4ccccc4)C(=O)N3[C@H]12	1.0	99	i
O=C1N[C@@H](Cc2cn(S(=O)(=O)c3ccccc3)c3ccccc23)C(=O)N[C@H]1Cc1ccccc1	6.3	99	i
CC(=O)C[C@H]1c2cc(C(F)(F)F)ccc2S(=O)(=O)N1c1ccccc1	-2.6	98	i
O=C(Nc1nccs1)c1cccc(S(=O)(=O)N2CCOCC2)c1	-0.1	39	i
CC(C)(C)NC(=O)[C@@H]1CN(Cc2cccnc2)CCN1C[C@@H](O)C[C@@H](Cc1ccccc1)C(=O)N[C@H]1c2ccccc2C[C@H]1O	10	48	i

Single records (already shown). Values in the order: NTR1 agonist | NTR1 agonist cell count 20 µM | Yfh1-off respiration
O=C1C(O)=C(O)C(=O)c2ccccc21 is listed as 0.0 | 78 | i
CCOC(=O)c1cc(-c2ccccc2)sc1NC(=O)CN1C(=O)c2ccccc2C1=O is listed as 1.6 | 45 | i

A draw from above in order of heavy-atom count, rising:
molecule	NTR1 agonist	NTR1 agonist cell count 20 µM	Yfh1-off respiration
COC(=O)[C@@]1(Cc2ccccc2)C=C[C@@H](C)N1C(C)=O	0.1	80	i
O=C(O)C1=C[C@@H](c2ccc(Br)cc2)C[C@@H](OCCCCO)O1	-0.3	98	i
O=C(Nc1nccs1)c1cccc(S(=O)(=O)N2CCOCC2)c1	-0.1	39	i
CCOC(=O)c1ccc(NC(=O)c2c(N)n(C)c(=O)[nH]c2=O)cc1	2.5	56	i
O=C1N[C@@H](Cc2cn(S(=O)(=O)c3ccccc3)c3ccccc23)C(=O)N[C@H]1Cc1ccccc1	6.3	99	i

The list goes on:
molecule	NTR1 agonist	NTR1 agonist cell count 20 µM	Yfh1-off respiration
C=CCn1c(SCC(=O)NCc2ccco2)nc2sc(C)c(C)c2c1=O	0.0	57	i
Cc1onc(-c2ccccc2)c1-c1n[nH]c(=S)n1-c1ccccc1	0.7	74	i
COc1ccccc1NC(=S)NNC(=O)c1ccccc1	-0.2	85	i
CCOC(=O)C[C@H]1c2cc(C(F)(F)F)ccc2S(=O)(=O)N1C(C)C	-0.9	104	i
C=C1CCN([C@H](C(=O)O)C(C)C)S(=O)(=O)c2ccccc21	0.2	87	i
CCC(=O)NCCc1nc(-c2ccccc2)no1	2.7	101	i
COc1cc(C(=O)N2CCC(N3CCCCCC3)CC2)cc(OC)c1OC	0.7	55	i
O=C(/C=C/c1ccc(O)c(O)c1)OCCc1ccccc1	9.1	59	i

Quoted from the results shown, 3 compounds:
molecule	NTR1 agonist	NTR1 agonist cell count 20 µM	Yfh1-off respiration
CCC(=O)NCCc1nc(-c2ccccc2)no1	2.7	101	i
COc1cc(C(=O)N2CCC(N3CCCCCC3)CC2)cc(OC)c1OC	0.7	55	i
O=C(/C=C/c1ccc(O)c(O)c1)OCCc1ccccc1	9.1	59	i
